Screens as filed in PubChem.
IMPase Li inh – IMPase inhibition in cells with lithium potentiation | CHO-M1 cells, IP1 TR-FRET (IP-One), carbachol + lithium | Potency, µM (titrated, usually from 59.4 µM), inactives show at the top dose activity, negative = IMPase inhibition, actives largely listed as inhibitors | 210,000 tested, 0.35% active;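 further: IP1 builds up when IMPase is blocked and the TR-FRET signal falls; potency means the concentration at half of the fitted maximal effect; plate controls were basal vehicle for no effect and high inhibitor control for full effect; nearly all actives have a fitted effect of over 50% in size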
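IP1 accumulation measured by competitive TR-FRET in lysed CHO-M1 cells after 30 min compound exposure at 37C, with a small lithium addition to potentiate weak responses. Hill-equation AC50 from ratio and donor-channel data.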
KinaseGlo FLuc – counter-screen: inhibitors of Kinase-Glo firefly luciferase; Q27757; Kinase-Glo luciferase, ATP luminescence, 8 min; Potency, µM (series often up to 38.3 µM), for inactives: at the top dose activity change, negative = inhibition, actives largely listed as inhibitors; 200,000 tested, 0.28% active; AID 1379; further: potency means the concentration at half of the fitted maximal effect; on the % scale 0 is the no-effect control and ±100 the full control effect; nearly all actives have a fitted effect of over 60% in size
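Kinase-Glo luciferase light output from ATP and luciferin was measured with 10 uM ATP, within the enzyme's linear range. Buffer: 50 mM imidazole pH 7.2, 50 mM KCl, 7 mM MgCl2, 0.01% Tween 20, 0.05% BSA; luminescence read after 8 min at ambient temperature.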
GLA spleen mod – alpha-galactosidase A (human) modulation; P06280; human spleen homogenate, 4MU-alpha-Gal fluorescence, 40 min; Potency, µM (doses to about 80 µM), inactives show top-dose activity change, negative = inhibition, hits mostly inhibitors; 240,000 tested, 0.008% active;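 further: potency means the concentration at half of the fitted maximal effect; 0% = enzyme with vehicle and -100% = no enzyme basal signal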
Target sequence (P06280 32-429 limits assumed): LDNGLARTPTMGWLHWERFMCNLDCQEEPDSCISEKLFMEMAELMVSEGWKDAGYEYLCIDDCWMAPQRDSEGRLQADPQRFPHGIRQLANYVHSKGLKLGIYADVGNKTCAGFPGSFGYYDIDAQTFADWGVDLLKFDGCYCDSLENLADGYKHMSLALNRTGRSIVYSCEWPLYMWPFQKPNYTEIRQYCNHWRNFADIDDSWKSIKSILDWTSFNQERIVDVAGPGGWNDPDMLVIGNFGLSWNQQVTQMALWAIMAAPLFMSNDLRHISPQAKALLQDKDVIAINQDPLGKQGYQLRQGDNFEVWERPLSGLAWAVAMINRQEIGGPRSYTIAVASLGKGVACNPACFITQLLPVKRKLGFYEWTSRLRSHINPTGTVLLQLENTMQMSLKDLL
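Spleen homogenate 1 ug + cpd (titration) + 4-MU-alpha-D-galactopyranoside 1 mM; 37C 40 min; 50 mM citrate/phosphate pH 5.0, 0.01% Tween-20; stop pH 10; fluorescence 365/440; AC50 via Hill.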
NPSR antagonist – antagonists of human neuropeptide S receptor cAMP signaling; Potency, µM (series often up to 38.3 µM), inactives show at the top dose activity change, negative = inhibition, hits mostly inhibitors; 220,000 tested, 1% active; CHO-NPSR cells, cAMP TR-FRET, antagonist mode; Q6W5P4; further: potency means the concentration at half of the fitted maximal effect; on the % scale 0 is the no-effect control and ±100 the full control effect; nearly all actives have a fitted effect of over 50% in size; many of its hits are not listed in these tables
LMNA splice mod – modulators of lamin A splicing | HeLa LMNA splicing GFP/RFP minigene ratio, 48 h | Potency, µM (doses to about 46.1 µM), for the others: top-dose ratio change, negative = inhibition, usual class: inhibitors | 200,000 tested, 0.01% active | AID 1487; active means well fitted inhibition curve with a large enough effect in the signal ratio, with a control signal flat, not every such curve was filed as active; inconclusive means small, poorly fitted or top-dose-only effect, or effect the other way, or a change in a side signal; the % refers to the signal ratio; further: potency means the concentration at half of the fitted maximal effect; on the % scale 0 is the no-effect control and ±100 the full control effect
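S3 HeLa stable clones carrying a lamin A-EGFP splicing minigene plus DsRed2 were seeded at 600 cells/well in Opti-MEM with 2% FBS, pin-dosed and incubated 48 h at 37°C. Acumen cytometry (488 nm) gave the GFP/RFP total-intensity ratio.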
Epigenetic reg – epigenetic control regulation, reporter derepression; murine LDR cells, GFP reporter derepression, 30 h; Potency, µM (doses to about 53.9 µM), inactives show at the top dose GFP activation, most hits filed as activators; AID 1865; 280,000 tested, 0.2% active; further: potency means the concentration at half of the fitted maximal effect; % of control where 0% means no effect; nearly all actives have a fitted effect of over 60% in size
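Reporter derepression read as number of fluorescent GFP-positive objects, 20-120 um in size, counted by laser-scanning cytometer. Mouse LDR line with an epigenetically silenced CMV-GFP locus; compound incubation 30 h, 37 C.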
CBFb RUNX1 block – inhibitors of human CBF-beta and RUNX1 interaction | AlphaScreen CBFb-His/RUNX1-biotin binding, biochemical | Q01196+Q13951 | AID 1477 | Potency, µM (top dose mostly 59.8 µM), for inactives: top-dose activity, negative = inhibition, actives largely listed as inhibitors | 230,000 tested, under 10 active; further: % of control where 0% means no effect
Target sequence (Q01196 whole entry, looked up): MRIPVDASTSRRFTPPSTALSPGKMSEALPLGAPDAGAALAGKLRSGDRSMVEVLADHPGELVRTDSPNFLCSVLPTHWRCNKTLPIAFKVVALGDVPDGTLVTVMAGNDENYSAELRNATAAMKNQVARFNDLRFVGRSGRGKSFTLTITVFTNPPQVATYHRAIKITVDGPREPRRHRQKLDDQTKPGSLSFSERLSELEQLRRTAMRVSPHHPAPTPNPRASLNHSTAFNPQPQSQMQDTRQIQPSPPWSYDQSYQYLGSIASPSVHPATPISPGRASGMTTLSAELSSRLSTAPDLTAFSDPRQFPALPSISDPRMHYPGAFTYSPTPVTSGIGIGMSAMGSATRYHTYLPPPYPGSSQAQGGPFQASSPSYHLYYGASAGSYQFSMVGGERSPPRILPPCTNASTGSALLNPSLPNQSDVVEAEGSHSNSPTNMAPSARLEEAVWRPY
Target sequence (Q13951 whole entry, looked up): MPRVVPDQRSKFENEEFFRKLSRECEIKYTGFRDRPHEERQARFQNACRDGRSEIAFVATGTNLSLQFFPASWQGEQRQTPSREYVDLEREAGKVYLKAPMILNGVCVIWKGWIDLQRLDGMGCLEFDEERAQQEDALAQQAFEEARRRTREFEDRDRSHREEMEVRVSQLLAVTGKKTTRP
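AlphaScreen proximity signal reports loss of binding between His-tagged CBF-beta and biotin-labelled RUNX1, each at 30 nM. Proteins are pre-associated for 20 minutes, compounds added for 15 minutes, then beads for 90 minutes, all at ambient temperature.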
Starred values were filed as active, the others as inactive; ? = inconclusive; / = not tested or not shown; & = joins results of further samples; [ ] = dose if it differs, or a comment. Unless noted, the call rests on the fitted dose curve; in most records, active means well fitted curve in the direction sought with a large enough effect; inconclusive means small, poorly fitted or top-dose-only effect, or another doubt; inactive means no such curve, though single readings can be large; an effect the other way counts as inactive or inconclusive. The list is partial; the hit share may differ from the screen's.

SMILES | IMPase Li inh | KinaseGlo FLuc | GLA spleen mod | NPSR antagonist | LMNA splice mod | Epigenetic reg | CBFb RUNX1 block
CCn1nc(C(=O)NC2=NCCS2)c2ccccc2c1=O | 5%[38.3 µM] | -5% | 6% | -3%[46.1 µM] | -9% | -5.4% | 2%
CCc1nnc(NC(=O)C2CCCN2C(=O)NC2CCCCC2)s1 (configuration not stated) | 9%[38.3 µM] | 2% | 7% | -14%[46.1 µM] | -7% | -1.0% | 2%
COc1cc(C2C(S(=O)(=O)c3ccccc3)CON2C)ccc1OCc1ccc(F)cc1 (configuration not stated) | 9% | 3% | 3% | -23% | 3%[46 µM] | 1.1% | 1%
CCOC(=O)Cc1csc(NC(=S)NC(=O)c2ccc(F)cc2)n1 | -5%[38.3 µM] | -5% | -8% | -20%[46.1 µM] | ? | -2.0% | 4%
Cc1ccc(CNC(=O)CCOc2ccc(C(C)(C)C)cc2)cc1 | -11%[38.3 µM] | -4% | -3% | -4%[46.1 µM] | -1% | 0.8% | 8%
COC(=O)c1ccc(NS(=O)(=O)c2ccc(SC)cc2)cc1 | 21%[38.3 µM] | 2% | 4% | -30%[46.1 µM] | -18% | -11% | 9%
O=C(O)/C=C/C(=O)NC1CCCCC1 | -14% | -1% | 19% | 9% | 14% | -1.5% | 13%
O=C(N/N=C/C=C/c1ccc([N+](=O)[O-])cc1)c1cccs1 | -25%[38.3 µM] | -3% | -4% | -6%[46.1 µM] | 12% | 5.7% | 2%
CC(=O)C(C)Oc1ccc2c3c(c(=O)oc2c1)CCCC3 (configuration not stated) | -5%[38.3 µM] | 3% | -2% | -16%[46.1 µM] | 1% | 0.0% | 7%
CCNC(=O)/C(=C\C=C\c1ccccc1)NC(=O)c1ccc(Br)o1 | 1% | 1% | -2% | -17% | ? | -6.1% | 6%
O=C(CCN1C(=O)C2(OCCO2)c2ccccc21)c1ccccc1 | 5%[38.3 µM] | -2% | 2% | -4%[46.1 µM] | 2% | 1.0% | 4%
CSc1ccc(/C=C(/Sc2nnc(-c3ccccc3)o2)C(=O)O)cc1 | -5% | -2% | -1% | 5% | -15%[46 µM] | -0.3% | -3%

An excerpt of these results, with values under each structure.
Results follow in this order: IMPase Li inh | KinaseGlo FLuc | GLA spleen mod | NPSR antagonist | LMNA splice mod | Epigenetic reg | CBFb RUNX1 block
> CCc1nnc(NC(=O)C2CCCN2C(=O)NC2CCCCC2)s1 (configuration not stated)
  9%[38.3 µM] | 2% | 7% | -14%[46.1 µM] | -7% | -1.0% | 2%
> COc1cc(C2C(S(=O)(=O)c3ccccc3)CON2C)ccc1OCc1ccc(F)cc1 (configuration not stated)
  9% | 3% | 3% | -23% | 3%[46 µM] | 1.1% | 1%

(more compounds)
SMILES | IMPase Li inh | KinaseGlo FLuc | GLA spleen mod | NPSR antagonist | LMNA splice mod | Epigenetic reg | CBFb RUNX1 block
FC(F)(F)c1cccc(Cn2nnnc2-c2cccc(C(F)(F)F)c2)c1 | 3%[38.3 µM] | 3% | 2% | -25%[46.1 µM] | 9% | -2.2% | 5%
O=C(c1ccc(F)cc1)N1CCCC(c2nc(-c3cccs3)no2)C1 (configuration not stated) | 15% | 0% | -2% | -3% | / | 12% | 20%
COC(=O)[C@@H]1C[C@H]1[C@@H](NS(=O)(=O)c1ccccc1)c1ccccc1 | 5%&-4% | 1%&-1% | -6%&-3% | 9% | ? | -2.7%&-2.1% | -1%[2.36 µM]
COc1ccc(-c2c(=O)n(OCc3nc4ccccc4[nH]3)c3ccccc3[n+]2[O-])cc1 | / | / | 4% | 3%[7.67 µM] | / | -1.1% | -2%
O=[N+]([O-])c1cc(-c2nnc(-c3ccccc3)o2)ccc1Oc1ccc(Cl)cc1 | 20% | 2% | -4% | -12% | -6% | -1.0% | 0%
CC1(C)C=CC(=O)[C@]2(C)C1CC(=O)[C@]1(C)C2CC[C@@]2(C)C(c3ccoc3)OC(=O)C3OC321 (some centres not stated) | 12% | -2% | 4% | / | / | 1.3% | 10%
O=C(NCCc1nc2ccccc2[nH]1)Nc1ccccc1 | 2%[38.3 µM] | -1% | 13% | 1%[46.1 µM] | 3% | -5.4% | -2%
COc1ccc(NC(=O)Cn2nnc(C(=O)NCCc3ccc(OC)c(OC)c3)c2N)cc1 | -6%[38.3 µM] | -1% | -18% | 0%[46.1 µM] | ? | 4.0% | 1%
NC(=O)CC(NC(=O)Cc1ccc(Br)cc1)c1ccc(NC2CCC2)c([N+](=O)[O-])c1 (configuration not stated) | / | / | 5% | 12% | / | -1.5% | -25%
CCCCNC(=O)CSc1nc(COc2ccccc2)nc2ccccc12 | 5% | -4% | 3% | -47% | -8%[46 µM] | -1.1% | -1%
Cc1cc(=O)oc2cc(OCC#N)ccc12 | ? | -5% | ? | -18%[46.1 µM] | -16% | -1.7% | 6%
O=C(COC(=O)/C=C/c1cccc(C(F)(F)F)c1)NCc1ccc(F)cc1 | 4% | 0% | 9% | 2% | 9% | 1.9% | 12%
c1csc(CCNc2ncnc3sc4c(c23)CCC4)c1 | 8%[38.3 µM] | -2% | 5% | -17%[46.1 µM] | ? | -5.7% | 1%
Cc1ccc(P(=Nc2ccccc2)(N2CCOCC2)N2CCOCC2)o1 | 28%[38.3 µM] | -9% | -12% | 3%[46.1 µM] | 1% | 1.0% | -3%
O=c1c(Cl)c(NC2CC2)cnn1-c1ccccc1 | 2% | -2% | 6% | 20% | ? | 0.0% | 3%
Cc1ccccc1NC(=O)Cc1nnc(SCC(=O)N2CCN(c3ccccc3)CC2)n1C | 16%[38.3 µM] | 3% | 3% | -3%[46.1 µM] | -7% | 0.6% | 12%
CS(=O)(=O)NCc1ccc(C(=O)NCc2ccccc2)cc1 | -8%[38.3 µM] | 3% | -16% | -10%[46.1 µM] | 0% | -1.7% | -8%
CC(C)Cn1c(SCC(=O)N2CCN(C(=O)c3ccco3)CC2)nc2ccccc2c1=O | 21% | 4% | 2% | -12% | 2%[46 µM] | -6.8% | 14%
Cc1ccc(N(CC(=O)NCCSc2nc3ccccc3s2)S(=O)(=O)c2ccccc2)c(C)c1 | 4% | 0% | -3% | -44% | -3% | -0.1% | -2%
COc1cccc(/C=N/NC(=O)C(C)n2nc(C)c([N+](=O)[O-])c2C)c1O (configuration not stated) | 2% | -2% | 5% | 13% | ? | 0.0% | ?
CCc1ccc(NC(=O)CC2C(=O)Nc3c2c(=O)n(C)c(=O)n3C)cc1 (configuration not stated) | -10%[38.3 µM] | -6% | -5% | -8%[46.1 µM] | 12% | -1.6% | 1%
COc1ccc(Cc2nnc(NC(=O)c3ccc(OC)c(OC)c3)s2)cc1OC | -17% | 0% | -1% | -59% | / | 0.0% | -5%
CCOC(=O)c1nn(-c2ccccc2)c2nc(-c3ccc(OC)cc3)c(C#N)c(=O)n12 | 8% | 2% | 0% | -24% | -4% | 1.1% | 4%
COc1ccc(NC(=O)Cc2nnc(N)s2)cc1 | -3% | / | -9% | 5% | / | -0.2% | -1%
COc1ccc(/C=N/NC(=O)c2ccc(Br)cc2)c(OC)c1 | 20% | 5% | -3% | -17% | / | 0.2% | -12%
Cc1[nH]c(=O)[nH]c(=O)c1S(=O)(=O)N1CCCC(C(=O)NCCc2ccccc2)C1 (configuration not stated) | 22%[38.3 µM] | 1% | -2% | 2%[46.1 µM] | -10% | 0.8% | 2%
O=C(CN1C(=O)CC(c2ccccc2)=Nc2ccccc21)NC1CCCCC1 | 2%[38.3 µM] | -2% | -3% | -15%[46.1 µM] | 0% | 0.8% | 4%
CC(=O)Nc1ccc(NC(=O)C(C)n2c3ccccc3c3nc(=O)cc(C)n32)cc1 (configuration not stated) | 0% | -1% | 1% | 11% | 21%[46 µM] | -2.2% | -2%
O=C(/C=C/Nc1ccc(S(=O)(=O)Nc2ncccn2)cc1)c1cccs1 | / | / | -23% | 16%[7.67 µM] | / | 1.1% | 5%
CCOC(=O)c1c(NC(=O)/C=C/C(=O)O)sc(C)c1-c1ccc(Cl)cc1 | 18% | 1% | 7% | -52% | ? | -1.4% | -10%
CCS(=O)(=O)c1ccc2c(c1)N(S(=O)(=O)c1ccccc1)CC(C(=O)O)O2 (configuration not stated) | -7%[38.3 µM] | -1% | -11% | -2%[46.1 µM] | 2% | -1.1% | 1%
c1coc(CSc2ncnc3c2oc2ccccc23)c1 | / | / | 7% | -46% | / | -1.1% | 1%
O=C(Cn1c(=O)oc2cc(S(=O)(=O)N3CCCC3)ccc21)N1CCCC1 | -13%[38.3 µM] | -1% | -9% | -5%[46.1 µM] | 3% | -1.0% | 1%
CN(C)/C=C/c1onc(-c2ccccc2Cl)c1C#N | 22% | -2% | 3% | -19% | ? | 7.2% | 14%
O=C(Nc1cccnc1)c1ccc(S(=O)(=O)N2CCCCCC2)cc1 | 3%[38.3 µM] | 1% | -2% | -10%[46.1 µM] | -4% | -3.2% | -3%
COc1ccc(C(=O)CSc2nnc3ccc(-c4ccccn4)nn23)cc1 | ? | -3% | -1% | -51% | 14%[46 µM] | -0.1% | -1%
COc1ccc(Nc2ccc(N3C(=O)CCC3=O)cc2[N+](=O)[O-])cn1 | 7% | -3% | -2% | -7% | -2%[46 µM] | -1.4% | 9%
COc1ccc(CCc2nc(C)ccc2O)cc1 | 1% | -12%&-16% | 2%&-12% | -11% | -10%&1% | -0.9%&1.0% | -2%&1%
CCN(CC)c1ccc(/C=N/NC(=O)c2ccoc2C)cc1 | / | / | 9% | ? | / | 0.8% | -4%
O=C(Nc1ccc(Cl)c(Cl)c1)OCCNC(=O)c1cccc(Cl)c1 | 27%[38.3 µM] | -4% | 1% | ? | ? | -2.1% | 7%
CCOC(=O)c1c(NC(=O)COc2ncnc3ccccc23)sc(C(C)=O)c1C | -8% | -2% | -1% | -8% | ? | -2.5% | -6%
O=C(c1ccc(F)c(S(=O)(=O)N2CCOCC2)c1)N(c1ccccc1)c1ccccn1 | 0% | 2% | 8% | 11% | -11%[46 µM] | -4.5% | -7%
O=C(O)C=C1C2CC3CC(C2)CC1C3 | 3%[38.3 µM] | -4% | 11% | -8%[46.1 µM] | 12% | 3.1% | 9%
COc1ccc(CNC(=O)c2cc(C)nn2-c2ccccc2)cc1 | / | / | 1% | 1% | / | -1.0% | 7%
O=C(NNc1ncc(C(F)(F)F)cc1Cl)c1c(Cl)cccc1Cl | -22%[38.3 µM] | 3% | 1% | ? | ? | 0.2% | 1%
